POLK inh = qHTS for Inhibitors of Polymerase Kappa; purified Pol kappa, fluorescent DNA synthesis assay, 10 min; Potency, µM (doses to about 107 µM), without a hit: top-dose activity, negative = inhibition, most hits filed as inhibitors; 400,000 compounds, 0.53% hits; AID 588579, 2011; further: potency means the concentration at half of the fitted maximal effect; on the % scale 0 is the no-effect control and ±100 the full control effect
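Readout: fluorescence, taken kinetically at 0 and 10 min. Conditions: 10 nM Pol kappa, 15 min RT compound preincubation, 50 nM substrate final. Controls: enzyme-free buffer wells.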
APEX1 inh = qHTS Assay for Inhibitors of the Human Apurinic/apyrimidinic Endonuclease 1 (APE1); DNA repair nuclease/redox regulator APEX1 (Homo sapiens), P27695; recombinant APE1, TAMRA/BHQ-2 abasic DNA cleavage fluorescence; Potency, µM (highest dose often 65.8 µM), for inactives: top-dose activity change, negative = inhibition, actives largely listed as inhibitors; 350,000 compounds, 0.35% hits;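 further: potency means the concentration at half of the fitted maximal effect; plate controls were vehicle for no effect and reference inhibitor for full effect; nearly all actives have a fitted effect of over 55% in size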
Target sequence (P27695 whole entry, looked up): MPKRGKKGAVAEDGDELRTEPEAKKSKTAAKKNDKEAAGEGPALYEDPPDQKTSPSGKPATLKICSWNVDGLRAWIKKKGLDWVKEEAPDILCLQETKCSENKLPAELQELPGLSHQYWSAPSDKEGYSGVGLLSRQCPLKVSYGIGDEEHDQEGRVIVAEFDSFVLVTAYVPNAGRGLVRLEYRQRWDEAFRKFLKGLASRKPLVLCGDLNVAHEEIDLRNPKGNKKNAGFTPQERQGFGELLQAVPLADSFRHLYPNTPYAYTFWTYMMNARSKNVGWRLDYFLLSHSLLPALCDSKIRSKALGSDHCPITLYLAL
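Kinetic fluorescence read (525 ex/598 em nm, three reads 60 s apart) of AP-site incision; signal = third minus first read. Enzyme 0.75 nM, dual-labelled THF duplex 50 nM, compound preincubation 15 min RT.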
BLM helicase inh = qHTS Assay for Inhibitors of Bloom's syndrome helicase (BLM); Potency, µM (titrated, usually from 56.1 µM), for the others: top-dose activity change, negative = inhibition, actives largely listed as inhibitors; RecQ-like DNA helicase BLM (Homo sapiens), P54132; 350,000 compounds, 0.2% hits; recombinant BLM DNA unwinding, fluorescence dequenching;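 further: potency means the concentration at half of the fitted maximal effect; plate controls were vehicle for no effect and no enzyme for full effect; nearly all actives have a fitted effect of over 35% in size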
RXFP1 antagonist = qHTS Assay for Antagonists of the Relaxin Receptor RXFP1; 350,000 compounds, 0.59% hits; Relaxin receptor 1 (Homo sapiens), Q9HBX9; HEK293-RXFP1, relaxin-stimulated cAMP HTRF, 30 min; stronger effect = lower value; activity change, negative = inhibition, % at 57.5 µM;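 active means activity change of -60% or lower, but not beyond a set lower limit; inconclusive means change between -60% and -40%, or beyond the set limit; inactive means change above -40%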; further: on the % scale 0 is the no-effect control and ±100 the full control effect
Pol iota inh = qHTS for Inhibitors of Polymerase Iota | DNA polymerase iota (Homo sapiens), Q9UNA4 | Pol iota fluorescent replication assay, 10 min | Potency, µM (series often up to 115 µM), without a hit: at the highest dose activity, negative = inhibition, hits mostly inhibitors | 390,000 compounds, 1% hits; further: potency means the concentration at half of the fitted maximal effect
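Pol iota at 10 nM preincubated 15 min with compounds at room temperature; reaction started with fluorescent substrate, 50 nM final. Fluorescence read kinetically at 0 and 10 min; buffer-only wells as negative control.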
PGK inhibitor = qHTS Assay to Find Inhibitors of Phosphoglycerate Kinase. PGK/GAPDH coupled, Kinase-Glo luminescence, 60 min. Potency, µM (highest dose often 57.5 µM), for the others: at the top dose activity change, negative = inhibition, most hits filed as inhibitors. 380,000 compounds, 0.043% hits; further: potency means the concentration at half of the fitted maximal effect; on the % scale 0 is the no-effect control and ±100 the full control effect; nearly all actives have a fitted effect of over 60% in size
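Recombinant glycosomal PGK reaction used 1,3-bisphosphoglycerate generated in-well by GAPDH (100nM final) in 100mM TEA pH 7.6, 5mM MgCl2, 0.01% Tween-20. After 60 minutes at room temperature, ATP was read by Kinase-Glo Plus luminescence end-point.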
POLB inh = qHTS Assay for Inhibitors of DNA Polymerase Beta | P06746 | Pol beta primer extension/strand displacement, fluorescence kinetic | Potency, µM (titrated, usually from 114 µM), inactives show at the top dose activity change, negative = inhibition, usual class: inhibitors | 340,000 compounds, 1.3% hits | AID 485314, 2010; further: potency means the concentration at half of the fitted maximal effect; on the % scale 0 is the no-effect control and ±100 the full control effect
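Preincubation: enzyme (10 nM) with compound, 15 min, RT. Reaction: substrate added to 50 nM final. Reads: 0 and 10 min. Analysis: normalized, Hill fit.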
Anesthetic bind = qHTS Assay for Identification of Novel General Anesthetics. Ferritin light chain (Equus caballus), P02791. apoferritin/1-aminoanthracene competitive binding, fluorescence. Potency, µM (doses to about 77.5 µM), without a hit: at the top dose activity change, negative = displacement, hits mostly inhibitors. 350,000 compounds, 0.074% hits; further: potency means the concentration at half of the fitted maximal effect; on the % scale 0 is the no-effect control and ±100 the full control effect; nearly all actives have a fitted effect of over 20% in size
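Concentration-response curves derived by four-parameter Hill fitting of normalized fluorescence, where compounds displaced 1-AMA from 10 uM horse apoferritin following a brief 10 min room-temperature incubation; propofol titration acted as positive control.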
POLH inh = qHTS for Inhibitors of Polymerase Eta; recombinant Pol eta, fluorescent DNA replication assay; Potency, µM (top dose mostly 114 µM), for the others: top-dose activity change, negative = inhibition, most hits filed as inhibitors; 390,000 compounds, 1.2% hits; further: potency means the concentration at half of the fitted maximal effect; on the % scale 0 is the no-effect control and ±100 the full control effect
Target sequence (Q9Y253 whole entry, looked up): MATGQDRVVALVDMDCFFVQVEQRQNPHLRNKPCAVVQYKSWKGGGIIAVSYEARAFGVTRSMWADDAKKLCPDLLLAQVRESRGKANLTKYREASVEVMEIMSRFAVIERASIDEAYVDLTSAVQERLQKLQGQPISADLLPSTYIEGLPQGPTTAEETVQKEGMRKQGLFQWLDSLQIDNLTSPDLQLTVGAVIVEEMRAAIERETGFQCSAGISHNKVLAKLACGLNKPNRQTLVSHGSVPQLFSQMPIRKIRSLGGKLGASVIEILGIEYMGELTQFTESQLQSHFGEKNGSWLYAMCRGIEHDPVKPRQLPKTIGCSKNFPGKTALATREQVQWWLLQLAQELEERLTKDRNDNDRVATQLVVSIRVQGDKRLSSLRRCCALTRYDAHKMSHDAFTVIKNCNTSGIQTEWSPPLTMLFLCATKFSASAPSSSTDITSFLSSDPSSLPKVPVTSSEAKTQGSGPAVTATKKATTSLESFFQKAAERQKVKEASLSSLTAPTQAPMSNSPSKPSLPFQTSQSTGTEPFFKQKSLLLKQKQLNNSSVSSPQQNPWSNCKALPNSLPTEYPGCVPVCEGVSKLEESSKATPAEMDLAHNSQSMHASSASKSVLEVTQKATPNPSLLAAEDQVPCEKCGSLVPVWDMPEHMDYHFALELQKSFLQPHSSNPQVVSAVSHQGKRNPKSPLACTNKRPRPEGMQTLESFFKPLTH
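Fluorescent replication assay: 50 nM final substrate added after a 15 min room-temperature compound preincubation with 10 nM enzyme. Signal taken at 0 min and again at 10 min.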
An asterisk follows results filed as active; [ ] = another dose, or the depositor's remark. Unless noted, the call rests on the fitted dose curve; in most records, active means well fitted curve in the direction sought with a large enough effect; inconclusive means small, poorly fitted or top-dose-only effect, or another doubt; inactive means no such curve, though single readings can be large; an effect the other way counts as inactive or inconclusive. An excerpt; count on the stated rates, not on these rows.

What do the screens show for `CC(Oc1ccc(Cl)cc1C(N)=O)C(=O)N1CCc2ccccc21` (stereo not given)?
POLK inh: -10%; APEX1 inh: 26%; RXFP1 antagonist: -2; Pol iota inh: 74%[activator]; PGK inhibitor: inactive; POLH inh: -16%

Results for CC[C@H](C)C(C(=O)N1CCN(C(=O)OC(C)(C)C)CC1)n1cc(C(Cc2ccc(O)cc2)NC(=O)OC(C)(C)C)nn1 (stereo not given in full) ?
POLK inh: 18%; APEX1 inh: 12%; BLM helicase inh: 0%; Pol iota inh: 6%; PGK inhibitor: -8%; POLB inh: 20%; Anesthetic bind: -23%; POLH inh: -16%

What do the screens show for `CN(C)C(=O)Nc1ccc(Oc2ccc(Cl)cc2)cc1`?
POLK inh: 12%[60.1 µM]; APEX1 inh: inconclusive; BLM helicase inh: -3%; Anesthetic bind: -24%

Results for Fc1ccccc1/C=N/n1c(C2CCCCC2)n[nH]c1=S ?
POLK inh: -18%; APEX1 inh: 64%[activator]; BLM helicase inh: -6%; RXFP1 antagonist: -12; Pol iota inh: 5%; PGK inhibitor: -6%; POLB inh: -1%; Anesthetic bind: -12%; POLH inh: -18%

Results for CC(=O)c1ccc(NC(=O)C2CC(c3ccc(F)cc3)=NO2)cc1 (stereo not given) ?
POLK inh: -11%; APEX1 inh: -3%; BLM helicase inh: -5%; RXFP1 antagonist: -2; Pol iota inh: 11%; PGK inhibitor: inactive; POLB inh: 30%; Anesthetic bind: -8%; POLH inh: -4%

What do the screens show for `COc1cc(OC)c(OC)cc1/C=N/NC(=O)c1ccc2nc[nH]c2c1`?
POLK inh: -26%; APEX1 inh: -11%; BLM helicase inh: -8%; RXFP1 antagonist: -24; Pol iota inh: 4%; PGK inhibitor: 4%; POLB inh: inconclusive; Anesthetic bind: 1%; POLH inh: -13%

What do the screens show for `Cc1ccc(NC(=O)C2=C(C(=O)O)CCCC2)cc1F`?
POLK inh: 2%; APEX1 inh: 31%; BLM helicase inh: -1%; RXFP1 antagonist: 5; Pol iota inh: 12%; PGK inhibitor: -8%; POLB inh: 2%; Anesthetic bind: -7%; POLH inh: -14%

Results for CC(=O)c1c(C)[nH]c(C(=O)OCC(=O)NNC(=O)c2ccc([N+](=O)[O-])cc2)c1C ?
POLK inh: 3%; APEX1 inh: 16%; RXFP1 antagonist: -38; Pol iota inh: 1%; PGK inhibitor: 3%; POLH inh: -6%

How did O=C(O)C1C2C=CC3(O2)C1C(=O)N1c2ccccc2C2OCCC2C13 (stereo not given) do in these assays?
POLK inh: -33%; APEX1 inh: inconclusive; BLM helicase inh: -5%; RXFP1 antagonist: 5; Pol iota inh: inconclusive; PGK inhibitor: inconclusive; POLB inh: 40µM*; Anesthetic bind: -4%; POLH inh: 35µM*

Results for NNC(=O)CC1NCCN(Cc2ccccc2)C1=O (stereo not given) ?
POLK inh: -3%; APEX1 inh: -1%; BLM helicase inh: -2%; RXFP1 antagonist: -8; Pol iota inh: 128%[activator]; PGK inhibitor: 2%; POLB inh: 53%; Anesthetic bind: 3%; POLH inh: 1%

What do the screens show for `c1ccc(Nc2nc(NCc3ccco3)c3ccccc3n2)cc1`?
POLK inh: -1%; APEX1 inh: 0%; BLM helicase inh: -11%; RXFP1 antagonist: -10; Pol iota inh: 143%[activator]; PGK inhibitor: -2%; POLB inh: -1%; Anesthetic bind: -6%; POLH inh: -16%

Results for CCCCc1cc(=O)oc2c(C)c(OCC(=O)N3CCCC3)ccc12 ?
POLK inh: -16%; APEX1 inh: -13%; BLM helicase inh: 2%; RXFP1 antagonist: -12; Pol iota inh: 9%; PGK inhibitor: 6%; POLB inh: 21%; Anesthetic bind: -21%; POLH inh: -4%

What do the screens show for `CN1C(=O)C(CC(=O)Nc2ccc(Cl)cc2)N(Cc2ccco2)C1=S` (stereo not given)?
POLK inh: -11%; APEX1 inh: -11%; BLM helicase inh: -7%; RXFP1 antagonist: -9; Pol iota inh: inconclusive; PGK inhibitor: -8%; POLB inh: -28%; Anesthetic bind: -14%; POLH inh: -9%

What do the screens show for `CCOc1ccc(NC2=NCCC(=O)N2Cc2cccs2)cc1`?
POLK inh: -10%; APEX1 inh: -2%; BLM helicase inh: 1%; RXFP1 antagonist: 5; Pol iota inh: -5%; PGK inhibitor: -1%; POLB inh: 2%; Anesthetic bind: -16%; POLH inh: -18%

Results for CCOc1ccc(Cc2nc(N)nc(N)n2)cc1 ?
POLK inh: -11%; APEX1 inh: 6%; BLM helicase inh: 1%; RXFP1 antagonist: -7; Pol iota inh: 2%; PGK inhibitor: -3%; POLB inh: 3%; Anesthetic bind: 0%; POLH inh: 2%

How did COc1ccc(NC(=S)NCC(c2cccnc2)N2CCOCC2)cc1 (stereo not given) do in these assays?
POLK inh: 5%; APEX1 inh: 29%; BLM helicase inh: 0%; RXFP1 antagonist: -3; Pol iota inh: 51%[activator]; PGK inhibitor: -9%; POLB inh: -1%; Anesthetic bind: -1%; POLH inh: -20%

Results for COc1ccc(CCNC(=O)C2CCN(Cc3nc(-c4cccc(Cl)c4)oc3C)CC2)cc1OC ?
POLK inh: -6%; APEX1 inh: 0%; BLM helicase inh: 6%; RXFP1 antagonist: -13; Pol iota inh: 10%; PGK inhibitor: inactive; POLB inh: 1%; Anesthetic bind: 5%; POLH inh: -11%

Results for Cn1c(Cc2ccc3c(c2)OCO3)nnc1SCC(=O)NC(C)(C)C ?
POLK inh: -5%; APEX1 inh: 5%; BLM helicase inh: -2%; RXFP1 antagonist: 3; Pol iota inh: 8%; PGK inhibitor: -9%; POLB inh: 0%; Anesthetic bind: -1%; POLH inh: -5%

How did COc1cc([N+](=O)[O-])c2nccnc2c1 do in these assays?
POLK inh: -18%; APEX1 inh: 3%; BLM helicase inh: -1%; RXFP1 antagonist: -9; Pol iota inh: -9%; PGK inhibitor: 1%; POLB inh: -12%; Anesthetic bind: -6%; POLH inh: -6%

Results for O=C(CC(=O)N1CCN(c2ccccn2)CC1)Nc1ccc2nc3n(c(=O)c2c1)CCCCC3 ?
POLK inh: 2%; APEX1 inh: 3%; BLM helicase inh: 1%; Pol iota inh: 51%[activator]; PGK inhibitor: inactive; POLB inh: 0%; Anesthetic bind: -12%; POLH inh: -4%

How did O=C(CCCn1c(=O)c2sccc2n(Cc2ccc(Cl)cc2)c1=O)NCc1ccc2c(c1)OCO2 do in these assays?
POLK inh: -2%; BLM helicase inh: -4%; RXFP1 antagonist: -13; Pol iota inh: 23%; PGK inhibitor: -6%; POLB inh: 2%; Anesthetic bind: -9%; POLH inh: -25%

What do the screens show for `COc1ccc(N2CC(C(=O)Nc3nnc(SCc4cccnc4)s3)CC2=O)cc1` (stereo not given)?
POLK inh: -15%; APEX1 inh: 17%; BLM helicase inh: -7%; RXFP1 antagonist: -8; Pol iota inh: inconclusive; PGK inhibitor: 6%; POLB inh: 1%; Anesthetic bind: inconclusive; POLH inh: inconclusive

What do the screens show for `COC(=O)CNC(=O)C1CCN(c2nc(C)cc(C)n2)CC1`?
POLK inh: -3%; APEX1 inh: -6%; BLM helicase inh: 0%; RXFP1 antagonist: 1; Pol iota inh: 28%; PGK inhibitor: -6%; POLB inh: 10%; Anesthetic bind: -13%; POLH inh: -8%

What do the screens show for `CCOc1ccc(C2CC(c3cccc(OC)c3)Nc3ncnn32)cc1` (stereo not given)?
POLK inh: -17%; APEX1 inh: 1%; BLM helicase inh: -1%; Pol iota inh: 10%; PGK inhibitor: -7%; POLB inh: 29%; Anesthetic bind: -10%; POLH inh: -1%

How did N#Cc1cc2c(cc1NC(=O)CCn1cnnn1)OCO2 do in these assays?
POLK inh: -6%; APEX1 inh: -10%; BLM helicase inh: -1%; RXFP1 antagonist: 1; Pol iota inh: 59%; PGK inhibitor: -2%; POLB inh: 22%; Anesthetic bind: 0%; POLH inh: -20%

How did Cc1ccc(C(=O)Nc2ccccc2C(=O)NC(Cc2c[nH]c3ccccc23)C(=O)O)cc1 (stereo not given) do in these assays?
POLK inh: -18%; APEX1 inh: -3%; BLM helicase inh: -1%; RXFP1 antagonist: -33; Pol iota inh: inconclusive; PGK inhibitor: 4%; POLB inh: -1%; Anesthetic bind: -10%; POLH inh: -15%

Structures shown so far with a COOH group, in the order listed:
What do the screens show for `Cc1ccc(NC(=O)C2=C(C(=O)O)CCCC2)cc1F`?
POLK inh: 2%; APEX1 inh: 31%; BLM helicase inh: -1%; RXFP1 antagonist: 5; Pol iota inh: 12%; PGK inhibitor: -8%; POLB inh: 2%; Anesthetic bind: -7%; POLH inh: -14%

How did O=C(O)C1C2C=CC3(O2)C1C(=O)N1c2ccccc2C2OCCC2C13 (stereo not given) do in these assays?
POLK inh: -33%; APEX1 inh: inconclusive; BLM helicase inh: -5%; RXFP1 antagonist: 5; Pol iota inh: inconclusive; PGK inhibitor: inconclusive; POLB inh: 40µM*; Anesthetic bind: -4%; POLH inh: 35µM*

How did Cc1ccc(C(=O)Nc2ccccc2C(=O)NC(Cc2c[nH]c3ccccc23)C(=O)O)cc1 (stereo not given) do in these assays?
POLK inh: -18%; APEX1 inh: -3%; BLM helicase inh: -1%; RXFP1 antagonist: -33; Pol iota inh: inconclusive; PGK inhibitor: 4%; POLB inh: -1%; Anesthetic bind: -10%; POLH inh: -15%

Screening results: PubChem, National Center for Advancing Translational Sciences (NCATS)
